# Screens from PubChem.
# Ecoli WT growth: blocks growth of wild type E. coli BW25113. E. coli BW25113 growth inhibition, OD600. inhibition, % at 10 µM. 20,000 tested, 0.05% active. AID 552; in the data active = inhibition above about 40%;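 note: bacteria exposed to compound for 20 hours at 37 °C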
#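 assay system = bacterial strain in a whole-cell growth screen | quantity = inoculum from a 1:1000 dilution of a 1.5 h subculture | buffer or medium = LB broth with 50 µg/mL kanamycin | compound dosing = one dose, 10 µM final | schedule = compound exposure of 20 h at 37 °C | technique = absorbance at 615 nm as a measure of bacterial growth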
# * hit, by the source's call.
SMILES,Ecoli WT growth
CN(C)S(=O)(=O)c1ccccc1C#N,3
O=C(CCc1ccccc1)Nc1ncc2c(n1)CCCC2=O,-14
O=C(Nc1cc(C(F)(F)F)ccc1Cl)c1cc(C2CC2)on1,-6
Cc1nc2ccccc2c2oc(C(=O)N3CCC(N4CCCCC4)CC3)cc12,-3
O=C(c1ccco1)N1CCN(S(=O)(=O)c2ccc(C3CCCCC3)cc2)CC1,-3
O=S(=O)(c1cccc(-c2nnco2)c1)N1CCCC1,4
CCOc1cc(C)c(C(C)C)cc1S(=O)(=O)N1CCN(C)CC1,-7
COc1cc2c(cc1OC)CN(CC(=O)Nc1cccc(C)c1)CC2,-2
CCOC(=O)CC(=O)CSc1nc2sc(C)cc2c(=O)n1Cc1ccco1,-23
CN1CCN(C(=O)CCn2nc(-c3ccccc3)c3ccccc3c2=O)CC1,-16
O=c1c2ccccc2[nH]c(=S)n1CCN1CCC(=C(c2ccc(F)cc2)c2ccc(F)cc2)CC1,2
CCn1cc(C(=O)NCc2ccco2)c(=O)c2cc(F)c(N3CCN(C(=O)c4ccco4)CC3)cc21,10
Fc1ccc(C2CC(c3ccccc3)n3ncnc3N2)cc1 (stereo not given),-18
CCOc1ccc(C2/C(=C(/O)c3ccc(OC)cc3)C(=O)C(=O)N2c2cc(C)on2)cc1OC (stereo not given),0
Cc1nc(NC(=O)C23CCC(C)(C(=O)O2)C3(C)C)sc1C (stereo not given),-5
CC(C)(C)C1CCC2(CC1)C(C#N)=C(SCC(=O)NC1CCCCC1)NC(=O)C2C#N (stereo not given),-17
CCS(=O)(=O)c1nnnn1-c1ccccc1S(C)(=O)=O,-18
O=C(CCCCn1c(=O)[nH]c2ccsc2c1=O)NCc1cccnc1,8
O=C(c1ccc(COc2c(F)c(F)cc(F)c2F)o1)N1CCN(c2ccc(Cl)cc2)CC1,5
COc1ccc(CC(=O)NC(C)c2nnc(SCC(=O)Nc3nc(C)cs3)n2C)cc1 (stereo not given),-18
CCn1c(SCC(=O)c2cc(OC)ccc2OC)nnc1-c1ccncc1,-15
COc1ccc(N2CCN(S(=O)(=O)/C=C/c3ccccc3)CC2)cc1,-9
Cn1c([N+](=O)[O-])cnc1COC(N)=O,10
CCOCCCn1c(=S)[nH]c2cc3c(cc2c1=O)OCO3,17
COc1ccc(-c2noc(-c3ccccc3-c3ccccc3)n2)cc1OC,-20

# Later entries.
SMILES,Ecoli WT growth
COc1ccc(-c2nnc(SCCC(=O)O)n2-c2ccccc2)cc1,-5
CCN(CC)C(=O)CSc1nnc(CCCCCNC(=O)OC(C)(C)C)o1,-17
CC1(C)CC(=O)C2=C(C1)OC(c1ccncc1)C(C#N)=C2N (stereo not given),-13
CC1CCCN(c2ccc(C(=O)NCc3cccs3)cn2)C1 (stereo not given),1
COC(=O)c1ccc(CSc2nc(-c3ccc(OC)cc3)nc3c2c(=O)n(C)c(=O)n3C)o1,0
O=C(CCN1C(=O)C2C3C=CC(C3)C2C1=O)NC1CCCc2ccccc21 (stereo not given),7
CC1(C)CC(NC(=O)CCC2CCCC2)CC(C)(C)N1,6
CCCCOc1cccc(OCCCC)c1C(=O)Nc1cc(C)on1,-2
COc1cc2c(cc1OC)C(C)N(C(=O)c1cc3n(n1)C(C(F)(F)F)CC(c1ccco1)N3)CC2 (stereo not given),-7
C=CCOC(=O)C(C#N)c1nc2ccccc2nc1N1CCN(Cc2ccccc2)CC1 (stereo not given),6
NC(=O)COc1ccc(NC(=O)OCc2ccccc2)cc1,-22
Cc1ccc2nc(-c3ccc(S(=O)(=O)N4CCOCC4)cc3)cn2c1,-5
Cc1cc(=O)oc2c(C)c(OCC(=O)N(C)C)ccc12,0
CC(=O)N1CCC(N(C(=O)Nc2ccc(C)c(C)c2)C2CCCC2)CC1,4
Cc1ccc(-c2nnc(N3CCN(S(C)(=O)=O)CC3)c3ccccc23)cc1,-15
OC(CN1CCN(c2ccccc2)CC1)c1ccc2c(c1)CCN2 (stereo not given),3
COc1ccc(S(C)(=O)=O)cc1S(C)(=O)=O,-5
O=C1COc2ccc(C(=O)NCc3ccco3)cc2N1,1
Cc1ccc(NC(=O)CCSc2nnnn2-c2ccc3c(c2)OCO3)cc1C,-11
Cc1cc(=O)n(CCO)c(O)c1C#N,0
CC(C)C(OC(=O)c1ccco1)C(=O)NCc1ccccc1 (stereo not given),1
CC1(C)CC(=O)c2cc(OCC(=O)N3CCN(c4ccccc4F)CC3)ccc2O1,4
Cc1ccc(N2CC(C(=O)NCC3CCCO3)CC2=O)cc1Cl (stereo not given),12
COc1ccccc1CNC(=O)C(C)NS(=O)(=O)c1ccc(C)cc1 (stereo not given),-14
COc1ccc(-c2c3c(nc4sc(C(=O)Nc5cc(C)on5)c(N)c24)CCC3)cc1,-17

# The list goes on.
SMILES,Ecoli WT growth
COc1ccccc1Cn1nnc2c(=O)[nH]c(C3CCN(C(=O)c4ccccc4Cl)CC3)nc21,-4
COc1cccc(C2=Nn3c(nnc3-c3ccccc3O)SC2)c1,4
Cc1ccccc1CS(=O)(=O)Cc1ccc(C(=O)NCCCN2CCOCC2)o1,9
COc1cc(OC)nc(NC(=O)CSc2nc3ccccc3o2)n1,-6
CCn1c(=O)cc(OCC(=O)Nc2cc(C)ccn2)c2ccccc21,4
Cc1ccc2c(c1)CCCN2C(=O)C1CCCO1 (stereo not given),-7
CC(C)(C)n1cnc2cc(NS(=O)(=O)c3ccc(Br)cc3)ccc21,6
O=C(Nc1cccc(C(=O)N2CCOCC2)c1)c1cccnc1,-10
COc1cccc(CN2C(=O)C3(C(C#N)=C(N)OC4=C3C(=O)CCC4)c3ccccc32)c1 (stereo not given),-13
COC(=O)c1ccc(NC(=O)c2ccc3c(c2)OCO3)cc1,-5
CN1CCc2c(sc3c2C(=O)NC(c2cccc(OC(=O)c4cccs4)c2)N3)C1 (stereo not given),-3
O=C(COc1ccccc1)NC1CCN(Cc2ccccc2)CC1,4
O=C(O)CSc1nnc(-c2cccs2)n1-c1ccc(Cl)cc1,-25
CCN(CC)c1ncccc1C(=O)NCc1cccs1,-17
CC(=O)Nc1c(O)nc(SCC(=O)Nc2nnc(CC(C)C)s2)[nH]c1=O,-3
O=C(CCc1ccc(S(=O)(=O)N2CCOCC2)cc1)NCCc1ccccn1,7
COc1ccc(Br)cc1C(=O)NCc1cccnc1,1
CCC(CC)C(=O)Nc1cccc(C(=O)NCc2ccco2)c1,1
O=C(CN1CCN(c2ccccc2)CC1)N1CCN(c2ccccc2)CC1,-17
Cc1ccc(S(=O)(=O)N2CCN(C(=O)CN3C(=O)NC4(CCOc5ccccc54)C3=O)CC2)cc1 (stereo not given),11
CCc1ccc(N(CC(=O)NC)S(C)(=O)=O)cc1,-3
O=C(COc1ccccc1)Nc1ncc2c(n1)CCCC2=O,-16
COc1ccc(C(CC(=O)O)NC(=O)c2ccco2)cc1OC (stereo not given),-26
O=C(Nc1c(C(=O)Nc2ccc3c(c2)OCCO3)cnn1-c1ccccc1Cl)c1ccco1,-13
COC(=O)c1cc2oc(C)cc2n1CC(=O)N(C)c1ccccc1,-4

# Additional compounds follow.
SMILES,Ecoli WT growth
COc1ccccc1NC(=O)CSc1nnc(C2CCCCC2)n1C,-21
CCn1c(=O)cc(SCC(=O)NCCN2CCN(Cc3ccccc3)CC2)c2ccccc21,5
COCCN1CC(O)=C(c2nc3ccccc3c(=O)[nH]2)C1=N,-22
CCc1ccccc1NC(=O)CSC1=C(C#N)C(c2ccc(O)c(OC)c2)C2=C(CCCC2=O)N1 (stereo not given),6
O=[N+]([O-])c1cccc2cn[nH]c12,0
CCOC(=O)c1c(C)oc2ccc(OCC(N)=O)cc12,5
Cc1noc(C)c1S(=O)(=O)N1CCCC(C(=O)NCCc2ccc(Cl)cc2)C1 (stereo not given),1
Cc1cccc(C)c1OCc1nnc(SCC(=O)NCCc2ccccc2)o1,8
O=C(CSc1nnc(-c2cccs2)o1)N1CCOCC1,5
O=C(NCc1nc(-c2ccccc2)no1)c1ccc2c(c1)OCO2,-12
O=C(NCc1nc(-c2ccccc2)no1)c1cccs1,-16
Cc1cccc(C(C)C)c1NC(=O)c1cccnc1,-12
Cc1ccc(OCC(=O)N2CCN(C(=O)c3cccs3)CC2)cc1,-17
COCc1[nH]nc2c1C(C1C=CCCC1)C(C#N)=C(N)O2 (stereo not given),-3
CCOC(=O)N1CCC(NC(=O)c2ccc3nc(N4CCOCC4)sc3c2)CC1,8
COc1ccc(Cc2nnc(SCC(=O)NCc3ccco3)o2)cc1,-14
O=C(c1cc2cc(Br)ccc2oc1=O)N1CCN(c2ccccn2)CC1,-19
CSc1nc(C)cc(OCNC(=O)c2cccs2)n1,-10
O=C1CC(N(Cc2ccc3c(c2)OCO3)C(=O)Nc2ccc(F)cc2)C(=O)N1c1ccccc1 (stereo not given),3
c1ccc(CN2CCN(c3ncnc4c3[nH]c3ccccc34)CC2)cc1,-2
CCOC(=O)c1sc(NC(=O)CN2CCCC2)c(C(=O)OCC)c1C,-18
CC1C=CC(C)C(C(=O)O)C1C(=O)O (stereo not given),1
O=C(Cc1ccc(Cl)cc1)Nc1ccc(N2CCN(C(=O)c3ccco3)CC2)c(Cl)c1,-20
Cc1ccc(N(CC(=O)O)S(C)(=O)=O)cc1Cl,-21
O=C(O)C1CSC2c3ccccc3C(=O)N12 (stereo not given),-1

# Remaining list, next part
SMILES,Ecoli WT growth
N#CC1=C(N)N2C(=C(C#N)C13CCCCC3)SC1CCCCC12O (stereo not given),-4
Cc1ccc(-n2nnnc2SCC(=O)Nc2ccc3c(c2)COC3=O)cc1C,-7
COc1ccccc1OC(=O)C1CC(=O)N(c2ccc(Cl)cc2)C1 (stereo not given),-18
Cc1cc(C(=O)NCc2cccnc2)n(-c2ccccc2)n1,-2
N/C(Cn1nnc(-c2ccccc2)n1)=N\O,2
O=C(NCCSCc1ccco1)Nc1cccc(Cl)c1,12
NC(=O)c1nn(-c2ccccc2)nc1N,-14
CCOC(=O)c1sc(NC(=S)n2cc(C)cn2)c(C(=O)OCC)c1C,-15
CC(C)NS(=O)(=O)c1ccc(OCC(=O)Nc2ccccc2F)cc1,-17
COc1ccc(N(CC(=O)Nc2ccc(F)c(Cl)c2)S(=O)(=O)c2c(C)noc2C)cc1,10
c1ccc(CC2CCN(C(c3cccs3)c3nnnn3C3CCCC3)CC2)cc1 (stereo not given),4
CCOC(=O)c1sc(N)c(C(=O)OCC)c1COC(=O)C1CC(=O)N(Cc2ccco2)C1 (stereo not given),-4
CCOC(=O)CNC(=O)Nc1cccc(Cl)c1C,-22
O=C(Nc1cccc2cccnc12)c1cccc(N2C(=O)CCC2=O)c1,-22
Cc1nc2ccccc2c(=O)n1NS(C)(=O)=O,-10
O=C(COc1ccc(Cl)cc1)Nc1ncccn1,-2
CCCCc1c(C(=O)O)cc(OC)cc1C(=O)O,6
COc1ccc(OC)c(S(=O)(=O)N(C)CC(=O)N2CCN(c3ccccc3)CC2)c1,-16
C=CCn1c(COc2ccccc2C)nnc1SCC(=O)O,-14
O=c1[nH]nc(Cc2ccccn2)c2ccccc12,4
COC(=O)c1nnn(-c2nonc2N)c1CSc1ccc(Cl)cc1,-9
CC(=O)c1cc2c(cc1NC(=O)CN1CCN(C(=O)c3ccco3)CC1)OCO2,6
O=C(c1cc2nc(C3CC3)cc(C(F)(F)F)n2n1)N1CCCC1,-13
CCCc1cc(=O)n2[nH]c(-c3cc(OC)c(OC)c(OC)c3)nc2n1,-20
CC1=C(C(=O)OCC2CCCO2)C(c2ccccc2OC(C)C)C2=C(CC(c3ccco3)CC2=O)N1 (stereo not given),-15

# (list continues)
SMILES,Ecoli WT growth
COc1ccc2nc3c(cc2c1)c(NC(=O)C1CCCO1)nn3CC(C)C (stereo not given),-15
OC(CNCCc1ccccc1)c1ccccc1 (stereo not given),-1
Cc1ccc2cc(C#N)c(N3CCCC3)nc2c1C,0
O=C(c1ccc(Cn2cc(Br)cn2)o1)n1cccn1,1
CC(=O)c1n[nH]nc1NC(=O)c1ccccc1,-6
CCCCNC(=O)Cn1c(=O)n(C)c2ccccc21,2

# 20 entries out of the list, arranged by SMILES length, descending:
SMILES,Ecoli WT growth
CC1=C(C(=O)OCC2CCCO2)C(c2ccccc2OC(C)C)C2=C(CC(c3ccco3)CC2=O)N1 (stereo not given),-15
COc1ccc(N(CC(=O)Nc2ccc(F)c(Cl)c2)S(=O)(=O)c2c(C)noc2C)cc1,10
CCOC(=O)c1sc(N)c(C(=O)OCC)c1COC(=O)C1CC(=O)N(Cc2ccco2)C1 (stereo not given),-4
COc1ccc(OC)c(S(=O)(=O)N(C)CC(=O)N2CCN(c3ccccc3)CC2)c1,-16
CC(=O)c1cc2c(cc1NC(=O)CN1CCN(C(=O)c3ccco3)CC1)OCO2,6
CCCc1cc(=O)n2[nH]c(-c3cc(OC)c(OC)c(OC)c3)nc2n1,-20
c1ccc(CC2CCN(C(c3cccs3)c3nnnn3C3CCCC3)CC2)cc1 (stereo not given),4
COc1ccc2nc3c(cc2c1)c(NC(=O)C1CCCO1)nn3CC(C)C (stereo not given),-15
O=C(Nc1cccc2cccnc12)c1cccc(N2C(=O)CCC2=O)c1,-22
O=C(c1cc2nc(C3CC3)cc(C(F)(F)F)n2n1)N1CCCC1,-13
COC(=O)c1nnn(-c2nonc2N)c1CSc1ccc(Cl)cc1,-9
Cc1cc(C(=O)NCc2cccnc2)n(-c2ccccc2)n1,-2
O=C(c1ccc(Cn2cc(Br)cn2)o1)n1cccn1,1
C=CCn1c(COc2ccccc2C)nnc1SCC(=O)O,-14
CCCCNC(=O)Cn1c(=O)n(C)c2ccccc21,2
O=c1[nH]nc(Cc2ccccn2)c2ccccc12,4
CCOC(=O)CNC(=O)Nc1cccc(Cl)c1C,-22
O=C(COc1ccc(Cl)cc1)Nc1ncccn1,-2
NC(=O)c1nn(-c2ccccc2)nc1N,-14
OC(CNCCc1ccccc1)c1ccccc1 (stereo not given),-1

# A draw from above in order of SMILES length, ascending.
SMILES,Ecoli WT growth
OC(CNCCc1ccccc1)c1ccccc1 (stereo not given),-1
CC(=O)c1n[nH]nc1NC(=O)c1ccccc1,-6
O=C(c1ccc(Cn2cc(Br)cn2)o1)n1cccn1,1

# These rows are one share of the data (hit frequency here may not be typical).
